H9c2 TAG inh = inhibitors of triacylglycerol accumulation; 230,000 compounds, 0.66% hits; H9c2 cells, Nile Red lipid (TAG) fluorescence; cells loaded with 200 µM oleic acid; inhibition, % at 12.5 µM;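 active = pattern-corrected inhibition of lipid staining of at least 50% with the nuclear-stain viability signal not falling by more than 50%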;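 note: 0% = DMSO wells and 100% = triacsin C control wells; some results filed as inactive read as strong as hits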
H9c2 TAG inh DAPI viability = also measured in H9c2 TAG inh; calls as there; DAPI nuclei signal change (viability), lower = more cytotoxic, %;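 whole-well DAPI fluorescence read on a plate reader as a viability signal; minus 50 percent equals half of cells still viable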
An asterisk follows results filed as active; & = joins results of further samples. Not all compounds are listed. The share of hits here may be higher or lower than overall.

SMILES,H9c2 TAG inh DAPI viability,H9c2 TAG inh
O=C(Cc1cccc2ccccc12)Nc1ccc(OC(F)F)c(Cl)c1,3,-13
CC(C)c1c(O)nc(SCCC(=O)O)[nH]c1=O,1,1
O=C(NCCc1ccccc1)C(=O)c1cn(CC(=O)N2CCCC2)c2ccccc12,-1,23
COC(=O)Cc1ccc(NC(=S)N2CCN(C(=O)C3CCCO3)CC2)cc1 (stereo not given),5,-9
N#CC1=C(N)Oc2c(ccc3cccnc23)C1c1ccncc1 (stereo not given),-10,11
CC(C)NC(=O)C1(C)CCN1C(=O)c1ccccc1Oc1ccccc1 (stereo not given),-5,-9
O=C(O)C1C2CCC(C2)C1C(=O)Nc1nc2ccccc2s1 (stereo not given),5,-5
Cc1cc2c(c(SCC(N)=O)n1)C(=O)OC2,1,2
CCOC(=O)c1ccc(NC2=CC(=O)CC(c3ccco3)C2)cc1 (stereo not given),-11,-7
Cc1nc2ccccc2c(C)c1CC(=O)N(CC(C)C)c1c(N)n(Cc2ccccc2)c(=O)[nH]c1=O,0,-15
CC(=O)NC(c1cccc([N+](=O)[O-])c1)c1c(OC(C)=O)ccc2ccccc12 (stereo not given),-13,-1
O=C1CCCN1CCCN=c1c([N+](=O)[O-])nn(-c2ccc(Cl)cc2)n1O,-7,8
Cc1ccc(S(=O)(=O)N2CCCCC2)cc1C(=O)NCc1ccc(S(N)(=O)=O)cc1,7,1
CC(=O)OCCn1c(Br)nc2c1c(=O)[nH]c(=O)n2C,20,14
Cn1c(SCc2ccc(C(=O)Nc3nccs3)cc2)nnc1-c1ccccc1,3,0
CC(C)(C)NC(=O)COc1ccccc1C#N,-2,27
C=CCN(CC=C)C(=O)c1ccc2nc(Cc3ccc(OC)c(OC)c3)oc2c1,2,-16
CCCCCSc1nc(N2CCOCC2)c2c(c1C#N)CC(C)(C)OC2,10,35
O=C(c1ccc(Cn2cnnn2)cc1)N1CCCC(Nc2ccc(F)cc2)C1 (stereo not given),2,3
O=C(CSc1nc2c(cnn2-c2ccc(F)cc2)c(=O)[nH]1)Nc1nccs1,10,4
CCC1(C)Cc2ccccc2-c2[nH]c(=S)[nH]c(=O)c21 (stereo not given),3,11
O=C(O)c1ccccc1C(=O)c1ccc(N2CCCC2)c([N+](=O)[O-])c1,2,-7
C/C(Cl)=C\COc1cc(C)nc2c(Br)cccc12,-1,2
C#CCN(C[C@@H]1[C@@H](OC(=O)NCC2CCCCC2)[C@@H](OC(=O)NCC2CCCCC2)CN(C(=O)OC(C)C)N1C(=O)OC(C)C)S(=O)(=O)c1ccc(C)cc1,-16*,51*
Cc1ccccc1OCC(=O)N1CCC2(CC1)CC(=O)c1ccccc1O2,2,18
NS(=O)(=O)c1ccc(N2CCN(C(=O)C3COc4ccccc4O3)CC2)nc1 (stereo not given),-2,-12
CNC(=O)COC(=O)/C=C/c1c(C)nn(-c2ccccc2)c1C,0,-6
CN1CCN(C(=O)c2ccc(COc3ccc(C(C)(C)C)cc3)o2)CC1,-9,4
O=c1[nH][nH]cc1C=Nc1ccccc1Cl,3,15
CCOC(=O)C1(C)CCCN1C(=O)c1ccc(OC)c(F)c1 (stereo not given),9,-4
COC(=O)N/N=C/c1ccc([N+](=O)[O-])o1,-5,-10
COc1cc(NC(=O)COc2ccccc2[N+](=O)[O-])ccc1NC(=O)c1ccco1,2,-1
Cc1cnc(N2C(=O)c3ccc([N+](=O)[O-])cc3C2=O)s1,-7,-2
S=c1[nH]c(-c2ccccc2)cn1/N=C/c1ccncc1,-2,5
COc1ccc(/C=N/NC(=O)c2cccc(NC(=O)c3ccccc3)c2)c(C(=O)O)c1OC,12,-6
O=C(NCc1ccccc1)c1cccc(COc2ccccc2Cl)c1,10,-1
Cc1ccc(C(=O)N2CCN(c3ccc(C(F)(F)F)cn3)CC2)o1,-4,-17
CN(C)Cc1c(O)ccc2c3c(c(=O)oc12)CCCCC3,176,2
O=C(Nc1ccccc1Cl)c1ccn[nH]1,-8,-20
CCN(CC(=O)Nc1ccc(OC)cc1)C(=O)c1ccc2c(=O)n3c(nc2c1)CCC3,-2,9
COc1ccc(CCN=C(N)NS(=O)(=O)c2ccc(C)cc2)cc1OC,2,-12
COc1ccc(-c2nnc(SCC(=O)N(C)C3CCS(=O)(=O)C3)n2CC(C)C)cc1 (stereo not given),-1,8
CCOC(=O)CCCCC(=O)c1[nH]c(=O)[nH]c1CSc1nc(C)cc(C)n1,-12,3
Cc1occc1C(=O)N/N=C/c1ccc(Br)s1,-3,0
CN(C)/C=C1\N=C(c2cccs2)OC1=O,0,1
COc1ccc(CN(C(=O)c2cccs2)c2ccccc2)cc1,-3,28
COc1cc(-c2cc(NC=O)c3ncc(-c4ccccc4)n3c2)cc(OC)c1OC,-9,5
O=C(C1=C[C@@H](c2coc3ccccc3c2=O)C[C@@H](OCCCCO)O1)N1CCOCC1,-4,-7
COc1ccccc1Cn1[nH]nnc1=S,-5,-7
CCC(CC)C(=O)N1CCN(Cc2ccc3c(c2)OCO3)CC1,-10,0
COc1ccc(OCCN2CCN(S(=O)(=O)c3ccccc3C(F)(F)F)CC2)cc1,2,-27
COc1cc2c(cc1OC)CN(C(=O)c1sccc1C)CC2,-7,7
CC(=O)NCc1ccc(S(=O)(=O)N2CCN(S(=O)(=O)c3ccc4ccccc4c3)CC2)cc1,1,-8
CC1(C(=O)NS(=O)(=O)c2ccc(Cl)s2)CCN1C(=O)Cc1ccc(Cl)cc1Cl (stereo not given),9,8
COC(=O)C=CC(=NNc1ccccc1)c1ccccc1,6,4
CCOC(=O)C1(Cc2ccccc2C(F)(F)F)CCN(C(C)COC)CC1 (stereo not given),-46,14

Going on with the list.
SMILES,H9c2 TAG inh DAPI viability,H9c2 TAG inh
Cc1nn(Cc2c(Cl)cccc2Cl)c(C)c1C(=O)NCc1ccc(C)n1C,-7,21
Cn1cc(Br)c(C(=O)N/N=C/c2cc3ccccc3nc2Cl)n1,1,17
O=C1CC(c2ccc(F)cc2)CC(O)=C1C=NCCN1CCN(C(=O)Nc2ccccc2)CC1 (stereo not given),1,7
CC(C)C(=O)n1nc(-c2cccnc2)nc1NCc1ccc(F)cc1,-1,-11
CCCOC(=O)CCCCCCCCC(O)CN1CCCCC1 (stereo not given),0,-27
COCCNC(=O)c1c(C)cc(C)cc1C,-5,2
CCOc1nnc(C)c2c(C)n(-c3ccc(Cl)cc3)nc12,-7,14
N#Cc1ccccc1S(=O)(=O)N1CCN(c2nc(-c3ccccc3)nc3ccccc23)CC1,21,0
CC(C)(C)OC(=O)N[C@H](C(=O)OC(C)(C)C)c1ccc2c(c1)OCO2,-12,-22
COc1ccc(N2C(=O)C3CC(C)=C(C)CC3C2=O)c(OC)c1 (stereo not given),-10,2
Cc1ccc2c(c1)C(=O)CC1(CCCCCC1)O2,-8,10
CC(O)(c1cccc(F)c1)c1nc(-c2cc(F)cc(F)c2)cs1 (stereo not given),1,-9
Cc1cc(=O)oc(C)c1C(=O)Nc1ccc(F)cc1,12,0
CN1C(=O)CS(=O)c2ccc(C(=O)NCCC3=CCCCC3)cc21 (stereo not given),2,-24
CC(C)NC(=O)Nc1cccc2c1O[C@H](CN(C)C(=O)NC1CCCCC1)[C@H](C)CN([C@H](C)CO)C2=O,4,-10
S=c1[nH]c2cc3ccccc3cc2[nH]1,-1,-7
Cc1cccc(NC(=O)c2ccc(-n3ccnc3)nc2)c1,20,5
COCCNc1nc(Oc2ccc(CC(=O)OC)cc2)c2sc(-c3ccccc3)cc2n1,0,11
Cc1cc(=O)oc(C)c1C(=O)OCC(=O)c1ccc(Cl)cc1,-2,14
Cc1ccc(S(=O)(=O)N2C[C@H]3N(C(=O)OC(C)C)N(C(=O)OC(C)C)C[C@H](OC(=O)NCc4ccccc4F)[C@@]3(O)C2)cc1,-10,-3
Cc1cccc(N2CCN(C(=O)CCc3nc4ccccc4[nH]3)CC2C)c1 (stereo not given),2,-6
O=C(CCS(=O)(=O)c1ccc(Cl)cc1)Nc1nnc(-c2ccco2)o1,-2,14
CCN1CCN(c2ncnc3c2nnn3Cc2ccccc2)CC1,-4,-25
Cc1cc(C)cc(OCC(=O)OCC(=O)NC2CCCCCC2)c1,-1,-4

Rewritten with values under each structure: part of the list above.
Order of values: H9c2 TAG inh DAPI viability | H9c2 TAG inh
C#CCN(C[C@@H]1[C@@H](OC(=O)NCC2CCCCC2)[C@@H](OC(=O)NCC2CCCCC2)CN(C(=O)OC(C)C)N1C(=O)OC(C)C)S(=O)(=O)c1ccc(C)cc1
  -16* | 51*
Cc1ccccc1OCC(=O)N1CCC2(CC1)CC(=O)c1ccccc1O2
  2 | 18
NS(=O)(=O)c1ccc(N2CCN(C(=O)C3COc4ccccc4O3)CC2)nc1 (stereo not given)
  -2 | -12

Remaining list, next part
SMILES,H9c2 TAG inh DAPI viability,H9c2 TAG inh
Cc1cc(=O)oc2cc(OCc3ccc(C(=O)OCC(=O)NC4CCS(=O)(=O)C4)cc3)ccc12 (stereo not given),-2,5
CC(=O)n1c(=O)oc2ccccc21,12,-7
CCCC/C=C/[C@H](c1ccccc1)[C@H](CO)Cc1cccnc1,-4,13
CC(=O)Nc1nc2cc([N+](=O)[O-])ccc2s1,-2,-8
CC(C)CNC(=O)Cn1c(=O)c2c(ncn2CC(C)C)n(Cc2ccccc2)c1=O,-7,-1
COc1cc(OC)c(OC)cc1CN1CCN(S(=O)(=O)c2ccc(F)cc2)CC1,-4,10
CC(C)(C)NC(=O)CN(C(=O)CN1C(=O)C(=O)c2ccccc21)C(C)(C)C,4,10
O=C(COC(=O)C1CCN(c2ccc(C(F)(F)F)cn2)CC1)c1ccccc1,3,-7
O=C(COC(=O)c1ccc(Cl)c(S(=O)(=O)N2CCCC2)c1)NCc1ccccc1,1,-2
O=C(C1=C[C@@H](c2coc3ccccc3c2=O)C[C@@H](OCCCCO)O1)N1CCN(Cc2ccccc2)CC1,1,13
COc1ccc(S(=O)(=O)N2CCOC23CCN(S(=O)(=O)c2cccs2)CC3)cc1,1,-7
CC(=O)Nc1ccc(NC(=O)COC(=O)Cc2cccs2)cc1,-16,5
COC(=O)CC[C@@H](C(=O)O)N1C(=O)c2ccccc2C1=O,7,-16
NC(=O)c1c(NC(=O)Cn2cc([N+](=O)[O-])cn2)sc2c1CCCC2,-7,7
Cc1oc(-c2cccs2)nc1CN1CCN(CC(C)C)C(CCO)C1 (stereo not given),7,3
COc1ccc(S(=O)(=O)Nc2nc3ccccc3nc2NCC2CCCO2)cc1 (stereo not given),-1,5
CCOc1ccc(NC(=O)CN(C)C(=O)C2(c3ccccc3)CC2)cc1OCC,-2,4
COc1ccc(C(=O)NCc2nnc(SCC(=O)Nc3cc(C)cc(C)c3)o2)cc1OC,5,-5
O=C(OCCOCCN=C1NS(=O)(=O)c2ccccc21)C1CC(=O)N(c2ccccc2)C1 (stereo not given),1,-8
CCOc1ccc(/C=C/c2nc(C#N)c(NCCCOC)o2)cc1,2,37
Cc1ccc2nc(NC(=O)CSCC(=O)OCC(=O)c3ccc(Br)cc3)sc2c1,-6,17
CC1CCCCN1CCNC(=O)CC1Oc2ccccc2NC1=O (stereo not given),-9,5
COCCCNC(=O)C(C#N)c1nc2ccccc2nc1N1CCCC1 (stereo not given),3,6
COc1ccccc1-c1ccc([C@@H]2C[C@H]3[C@H](CON3C)CN2C(=O)c2ccco2)cc1,-8,9
Cc1ccc(/C=N/n2cc(-c3ccccc3)[nH]c2=S)s1,-9,21
O=C(Nc1cccc(OCC(=O)N2CCOCC2)c1)c1cccc([N+](=O)[O-])c1,20,-4
CSc1ccc(S(=O)(=O)NCC(=O)OCC(=O)NCc2cccs2)cc1[N+](=O)[O-],3,2
Clc1ccc(CSc2snnc2-c2ccccc2)cc1,-1,-14
Cc1sc2ccccc2c1CNC[C@H]1O[C@@H](n2ccc(N)nc2=O)[C@H](O)[C@@H]1O,-3,1
CC(C)CNS(=O)(=O)c1ccc(CCC(=O)N2CCOCC2)cc1,7,17
Cc1ccc(Nc2ccc(C(N)=O)cc2[N+](=O)[O-])cc1,1,-13
O=C(CN1C(=O)c2ccccc2S1(=O)=O)NC1CCCCCC1,-6,-1
CCSc1nc(N2CCOCC2)c2ccccc2n1,1,-3
CCC(CC)C(=O)N(C)c1c(C)nc2c(OCc3cccc(Cl)c3)cccn12,-9,10
CCOc1ccc(OC(=O)c2cccnc2)cc1,-3,-5
COc1ccc(NC(=O)CSc2nnc3n2CCCCC3)cc1OC,-11,6
COCCNCCOCCOc1ccc(Cl)c(C)c1,5,-6
O=C(NCc1ccccn1)[C@H]1C[C@@H]1[C@H](NP(=O)(c1ccccc1)c1ccccc1)c1ccccc1,6,-19
COc1ccc(-c2csc(Nc3ccc(C)cn3)n2)cc1OC,5,-12
O=C(NC1CCCCC1)N1CCCC(c2nc(-c3cccs3)no2)C1 (stereo not given),0,25

Reprinted at random: 2 entries already listed, in no set order.
SMILES,H9c2 TAG inh DAPI viability,H9c2 TAG inh
CCC(CC)C(=O)N(C)c1c(C)nc2c(OCc3cccc(Cl)c3)cccn12,-9,10
CCOc1ccc(OC(=O)c2cccnc2)cc1,-3,-5

Additional records
SMILES,H9c2 TAG inh DAPI viability,H9c2 TAG inh
O=C1NC(c2ccccc2)C(c2ccccc2)N1 (stereo not given),1,-27
C/C(N)=C(/C#N)C(=O)CSc1nnc(SCc2ccc(Cl)cc2)s1,9&8,-27&-38
Cc1cccc([N+](=O)[O-])c1NC(=O)CSc1nnc2ccccn12,-5,-1
CN(C)S(=O)(=O)c1cccc(NC(=S)NCc2ccc3c(c2)OCO3)c1,9,-13

Screens from PubChem.
